# High-throughput results deposited in PubChem by National Center for Advancing Translational Sciences (NCATS).
# RORg inh = inhibitors of mouse ROR gamma transcriptional activity | actives 5.4% (n = 310,000) | Potency, µM (series often up to 53.6 µM), inactives show at the highest dose activity change, negative = inhibition, hits mostly inhibitors | P51450 | Drosophila S2 Gal4-RORgamma UAS-luciferase reporter, 20 h | AID 2551; also: % is scaled to controls: 0 for no effect and ±100 for the full control effect; nearly all actives have a fitted effect of over 60% in size
#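 Schneider cells (Drosophila), stable Gal4 DBD–ROR gamma + UAS-luc; 1 hr cmpd preincubation; Cu2+ induction 700 uM final; 20 hr ambient; luminescence.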
# ELG1 genotox = inducers of genotoxicity in HEK293T ELG1-luciferase cells; HEK293T ELG1-luciferase reporter, luminescence, 16 h; Potency, µM (highest dose often 46 µM), inactives show at the top dose activity change, positive = activation, most hits filed as activators; actives 1.3% (n = 330,000); also: % of control where 0% means no effect; nearly all actives have a fitted effect of over 60% in size
#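 Quantitative HTS format in 1536-well plates. HEK293T ELG1-luciferase reporter cells receive test compound and are incubated 16 hr at 37 °C, 5% CO2; ONE-Glo added, 30 min room temperature, then luminescence read.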
# Rab9 prom act = activates the Rab9 promoter | Huh7 Rab9 promoter-luciferase reporter, luminescence, 24 h | actives 2.8% (n = 320,000) | Potency, µM (series often up to 9.22 µM), for inactives: at the highest dose activation, negative = inhibition, usual class: activators; also: % of control where 0% means no effect; nearly all actives have a fitted effect of over 60% in size
#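 Cell-based reporter: Huh7 stable for Rab9 promoter-driven luciferase, plated in reduced-serum medium with 10% FBS at 1500 cells/well, compound-treated 24 h at 37 °C, luminescence read after 10 min reagent.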
# BRCA1 expr up = increases BRCA1 expression; MCF7-BRCA1-FFLuc reporter, luminescence, 48 h; response scale: scaled: vehicle 0%, 10 µM genistein 100%; Potency, µM (highest dose often 46.1 µM), for inactives: at the top dose activation, usual class: activators; actives 1.1% (n = 380,000); AID 624202; also: nearly all actives have a fitted effect of over 80% in size; some results filed as inactive show a strong effect at the top dose
#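 First, MCF7-BRCA1-FFLuc cells (2000/well) attach for 2 h; next, compounds are pin-added and incubated 48 h at 37 °C; finally, luciferase reagent is added and luminescence read after 15 min.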
# p53 reactivator = re-activators of mutant p53; H1299 p53-A138V BP100-luciferase reporter, luminescence, 24 h; Potency, µM (highest dose often 92.2 µM), for inactives: at the highest dose activity change, positive = activation, hits mostly activators; actives 0.063% (n = 320,000); AID 504706; also: % of control where 0% means no effect; nearly all actives have a fitted effect of over 45% in size
#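 H1299 (p53-null), stable ts p53-A138V + BP100-Luc; 1000 cells/well, Opti-MEM/10% FBS; cpd 4 pt, 1:5; 24 h, 37 deg C, 5% CO2; detection reagent 10 min RT; luminescence.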
# FLuc modulator = counter-screen for miR-21 project: firefly luciferase inhibitors or activators; Potency, µM (series often up to 57.5 µM), without a hit: at the top dose activity change, negative = inhibition, hits mostly inhibitors; actives 6.9% (n = 360,000); purified FLuc, Km substrates, luminescence inhibition; AID 588342;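 also: plate controls were vehicle for no effect and reference inhibitor for full effect; nearly all actives have a fitted effect of over 55% in size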
#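 Biochemical qHTS of compounds, final roughly 60 µM downward over six points, against 10 nM purified firefly luciferase using Km concentrations of substrates (10 uM D-luciferin, 10 uM ATP) in Tris acetate pH 7.5 buffer; luminescence output.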
# MBNL1 CUG block = blocks human MBNL1 binding to CUG repeat RNA | actives 0.036% (n = 280,000) | TR-FRET MBNL1-His/biotin-(CUG)12 binding, 665/545 ratio | Potency, µM (titrated, usually from 57.5 µM), inactives show at the highest dose activity change, negative = inhibition, hits mostly inhibitors; active = well fitted inhibition curve with a large enough effect in the signal ratio, with a control signal flat, not every such curve was filed as active; inconclusive = small, poorly fitted or top-dose-only effect, or effect the other way, or a change in a side signal; inactive = no such curve, though single readings can be large or run the other way; the % refers to the signal ratio; also: % is scaled to controls: 0 for no effect and ±100 for the full control effect
#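 MBNL1-His + Biotin-(CUG)12, cpd titration 92 nM–58 uM; Tb anti-His Ab 0.055 ng/ul, SA-XL665 5 nM (final); 60 min RT; ratiometric 665/545 nm, Ex 340 nm; normalized to buffer and full-complex controls.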
# CXXC DNA block = MLL CXXC-DNA interaction inhibition; AID 2662; MLL-CXXC / FITC-HOXA9 DNA fluorescence polarization; actives 0.037% (n = 290,000); Potency, µM (top dose mostly 115 µM), for inactives: top-dose activity change, negative = inhibition, actives largely listed as inhibitors; Q03164; active = well fitted inhibition curve with a large enough effect in the polarisation, with a control signal flat, not every such curve was filed as active; inconclusive = small, poorly fitted or top-dose-only effect, or effect the other way, or a change in a side signal; inactive = no such curve, though single readings can be large or run the other way; the % refers to the polarisation
# Target sequence (Q03164 whole entry, looked up): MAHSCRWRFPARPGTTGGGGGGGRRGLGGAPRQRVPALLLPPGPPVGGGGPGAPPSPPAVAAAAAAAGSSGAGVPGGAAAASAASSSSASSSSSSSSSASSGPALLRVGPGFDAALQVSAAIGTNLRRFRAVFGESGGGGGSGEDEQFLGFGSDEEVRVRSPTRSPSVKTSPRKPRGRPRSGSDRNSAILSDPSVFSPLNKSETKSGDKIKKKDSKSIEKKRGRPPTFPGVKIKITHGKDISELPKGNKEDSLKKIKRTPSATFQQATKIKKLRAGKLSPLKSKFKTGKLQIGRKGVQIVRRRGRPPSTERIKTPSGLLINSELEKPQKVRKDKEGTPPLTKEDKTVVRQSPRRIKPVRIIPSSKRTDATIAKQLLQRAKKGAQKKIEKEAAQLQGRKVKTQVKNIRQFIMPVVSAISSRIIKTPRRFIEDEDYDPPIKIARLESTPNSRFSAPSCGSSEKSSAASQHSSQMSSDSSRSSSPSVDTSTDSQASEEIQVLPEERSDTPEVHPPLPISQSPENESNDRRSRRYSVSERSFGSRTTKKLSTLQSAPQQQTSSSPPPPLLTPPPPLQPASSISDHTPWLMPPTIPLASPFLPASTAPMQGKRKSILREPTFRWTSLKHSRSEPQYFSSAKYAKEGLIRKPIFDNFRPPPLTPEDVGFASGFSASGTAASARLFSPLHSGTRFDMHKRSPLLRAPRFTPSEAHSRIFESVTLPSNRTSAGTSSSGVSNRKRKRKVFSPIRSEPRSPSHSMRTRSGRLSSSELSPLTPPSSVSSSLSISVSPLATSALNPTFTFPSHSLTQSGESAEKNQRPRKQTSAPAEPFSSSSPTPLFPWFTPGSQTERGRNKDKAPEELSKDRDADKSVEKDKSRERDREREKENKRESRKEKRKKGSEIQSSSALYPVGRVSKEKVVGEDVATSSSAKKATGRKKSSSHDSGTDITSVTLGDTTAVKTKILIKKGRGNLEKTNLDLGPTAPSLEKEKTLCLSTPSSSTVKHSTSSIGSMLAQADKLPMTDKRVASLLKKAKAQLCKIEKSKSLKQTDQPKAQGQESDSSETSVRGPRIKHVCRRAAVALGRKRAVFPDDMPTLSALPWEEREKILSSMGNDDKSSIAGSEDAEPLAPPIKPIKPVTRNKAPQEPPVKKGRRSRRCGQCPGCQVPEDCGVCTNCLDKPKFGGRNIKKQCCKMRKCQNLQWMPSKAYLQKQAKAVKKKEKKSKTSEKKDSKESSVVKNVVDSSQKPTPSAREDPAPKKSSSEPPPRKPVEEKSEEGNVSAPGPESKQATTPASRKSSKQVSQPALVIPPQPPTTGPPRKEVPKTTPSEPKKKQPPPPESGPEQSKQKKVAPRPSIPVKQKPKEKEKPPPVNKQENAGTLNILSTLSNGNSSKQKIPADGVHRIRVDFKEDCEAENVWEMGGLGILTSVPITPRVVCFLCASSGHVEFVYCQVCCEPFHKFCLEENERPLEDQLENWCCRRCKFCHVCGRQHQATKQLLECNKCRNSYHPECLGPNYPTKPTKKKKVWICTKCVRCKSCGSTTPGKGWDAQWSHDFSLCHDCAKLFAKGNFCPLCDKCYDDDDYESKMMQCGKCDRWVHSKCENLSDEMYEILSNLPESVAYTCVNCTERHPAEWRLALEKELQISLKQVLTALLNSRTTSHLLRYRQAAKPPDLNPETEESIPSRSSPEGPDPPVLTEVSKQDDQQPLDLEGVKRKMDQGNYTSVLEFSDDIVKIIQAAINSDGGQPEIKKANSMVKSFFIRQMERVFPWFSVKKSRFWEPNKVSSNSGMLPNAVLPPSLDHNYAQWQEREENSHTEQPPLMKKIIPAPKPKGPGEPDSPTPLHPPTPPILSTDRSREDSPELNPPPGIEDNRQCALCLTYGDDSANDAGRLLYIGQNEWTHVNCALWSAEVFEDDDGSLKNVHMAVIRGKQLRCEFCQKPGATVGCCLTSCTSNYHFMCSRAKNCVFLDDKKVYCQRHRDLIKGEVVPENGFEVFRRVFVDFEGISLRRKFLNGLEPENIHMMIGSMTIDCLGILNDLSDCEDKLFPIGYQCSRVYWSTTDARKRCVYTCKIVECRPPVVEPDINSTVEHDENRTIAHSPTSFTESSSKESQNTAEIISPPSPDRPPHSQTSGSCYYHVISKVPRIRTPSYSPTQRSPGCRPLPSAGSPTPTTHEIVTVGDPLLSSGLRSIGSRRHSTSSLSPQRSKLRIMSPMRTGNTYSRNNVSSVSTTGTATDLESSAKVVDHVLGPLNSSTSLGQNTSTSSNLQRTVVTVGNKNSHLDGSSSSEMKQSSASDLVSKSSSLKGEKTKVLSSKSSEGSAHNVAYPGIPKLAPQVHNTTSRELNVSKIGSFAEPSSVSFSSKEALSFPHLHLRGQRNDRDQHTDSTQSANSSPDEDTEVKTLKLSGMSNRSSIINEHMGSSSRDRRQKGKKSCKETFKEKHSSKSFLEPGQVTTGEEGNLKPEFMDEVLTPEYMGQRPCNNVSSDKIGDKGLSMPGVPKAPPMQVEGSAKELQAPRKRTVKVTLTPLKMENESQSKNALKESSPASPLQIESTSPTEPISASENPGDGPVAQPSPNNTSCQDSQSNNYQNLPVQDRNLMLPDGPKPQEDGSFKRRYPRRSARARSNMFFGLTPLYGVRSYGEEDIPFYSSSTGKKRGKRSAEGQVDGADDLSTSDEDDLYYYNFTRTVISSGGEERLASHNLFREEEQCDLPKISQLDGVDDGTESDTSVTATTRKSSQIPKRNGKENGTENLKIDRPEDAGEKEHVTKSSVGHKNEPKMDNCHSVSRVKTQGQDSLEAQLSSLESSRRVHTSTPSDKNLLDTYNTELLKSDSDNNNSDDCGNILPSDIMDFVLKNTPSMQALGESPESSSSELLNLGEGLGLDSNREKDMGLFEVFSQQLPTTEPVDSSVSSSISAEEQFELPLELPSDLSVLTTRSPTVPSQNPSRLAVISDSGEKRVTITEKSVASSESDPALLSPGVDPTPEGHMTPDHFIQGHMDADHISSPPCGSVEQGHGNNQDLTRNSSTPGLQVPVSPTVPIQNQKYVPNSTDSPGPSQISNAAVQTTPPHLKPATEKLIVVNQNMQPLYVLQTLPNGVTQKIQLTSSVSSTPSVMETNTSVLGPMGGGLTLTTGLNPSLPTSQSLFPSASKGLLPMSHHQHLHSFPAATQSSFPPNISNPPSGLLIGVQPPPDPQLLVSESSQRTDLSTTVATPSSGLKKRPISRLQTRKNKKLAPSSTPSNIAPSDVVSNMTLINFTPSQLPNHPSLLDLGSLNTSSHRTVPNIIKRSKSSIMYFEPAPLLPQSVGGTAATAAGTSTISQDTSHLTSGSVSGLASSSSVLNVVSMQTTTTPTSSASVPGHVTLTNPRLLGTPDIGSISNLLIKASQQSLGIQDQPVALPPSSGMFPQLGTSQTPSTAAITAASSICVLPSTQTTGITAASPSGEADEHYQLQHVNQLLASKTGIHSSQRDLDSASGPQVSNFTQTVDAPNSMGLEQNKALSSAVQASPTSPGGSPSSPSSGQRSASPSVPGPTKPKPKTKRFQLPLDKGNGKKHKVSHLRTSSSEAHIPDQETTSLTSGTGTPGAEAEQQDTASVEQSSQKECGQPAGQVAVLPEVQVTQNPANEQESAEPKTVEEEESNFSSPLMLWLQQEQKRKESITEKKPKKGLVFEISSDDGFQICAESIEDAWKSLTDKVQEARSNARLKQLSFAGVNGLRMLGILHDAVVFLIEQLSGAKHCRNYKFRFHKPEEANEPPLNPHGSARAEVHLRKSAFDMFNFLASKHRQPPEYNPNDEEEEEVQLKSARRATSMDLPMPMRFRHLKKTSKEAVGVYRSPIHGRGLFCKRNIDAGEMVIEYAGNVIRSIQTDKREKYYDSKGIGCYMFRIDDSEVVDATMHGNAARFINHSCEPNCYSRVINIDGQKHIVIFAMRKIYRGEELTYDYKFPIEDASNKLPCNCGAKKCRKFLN
#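 Purified MLL-CXXC (added from a 7 uM solution) was preincubated 5 min at ambient with pinned compounds in 50 mM Tris-HCl pH 7.5, 50 mM NaCl, 1 mM DTT, 0.05% BSA. Fluorescein-labeled HOX-A9 DNA (50 nM solution) followed, 30 min, then polarization read.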
# uPA surface inh = blocks generation of uPA at the cell surface; Potency, µM (highest dose often 38.3 µM), for the others: at the top dose activity change, negative = inhibition, hits mostly inhibitors; cell surface uPA generation assay, qHTS; actives 0.31% (n = 330,000); active = well fitted inhibition curve with a large enough effect; inconclusive = small, poorly fitted or top-dose-only effect; inactive = no such curve, though single readings can be large or run the other way; tested in mouse RAW 264.7 cells; also: % is scaled to controls: 0 for no effect and ±100 for the full control effect; nearly all actives have a fitted effect of over 55% in size
# NPC1 promoter act = NPC1 promoter activation; Huh7 NPC1 promoter luciferase reporter, 24 h; Potency, µM (series often up to 9.22 µM), inactives show top-dose activation, usual class: activators; actives 2.4% (n = 320,000); AID 485313;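 also: % of control where 0% means no effect; nearly all actives have a fitted effect of over 60% in size; reporter is driven by a mutant NPC1 promoter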
#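 Compounds in DMSO were transferred onto Huh7 NPC1-luciferase reporter cells pre-incubated 2 h; after 24 h at 37 °C, Amplite reagent was dispensed and luminescence recorded 10 min later.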
# VP16 counter = counter-screen for ROR gamma inhibitors: Gal4-VP16 reporter | AID 2546 | Potency, µM (doses to about 53.6 µM), for inactives: at the highest dose activity, negative = inhibition, usual class: inhibitors | actives 3.5% (n = 310,000) | Drosophila S2 Gal4-VP16 UAS-luciferase, luminescence, 20 h;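 also: Gal4-VP16 expression switched on by copper sulfate through the metallothionein promoter; % is scaled to controls: 0 for no effect and ±100 for the full control effect; nearly all actives have a fitted effect of over 50% in size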
# The depositor's hits bear a star; ? = inconclusive; · = no result given; [ ] = dose if it differs, or a comment. Unless noted, calls follow the shape of the dose curve; as a rule, active = well fitted curve in the direction sought with a large enough effect; inconclusive = small, poorly fitted or top-dose-only effect, or another doubt; inactive = no such curve, though single readings can be large; an effect the other way counts as inactive or inconclusive. Potency is read from the fitted curve at half-maximal effect. An excerpt, so the mix of outcomes need not match the whole.
mol,RORg inh,ELG1 genotox,Rab9 prom act,BRCA1 expr up,p53 reactivator,FLuc modulator,MBNL1 CUG block,CXXC DNA block,uPA surface inh,NPC1 promoter act,VP16 counter
Cc1onc(-c2ccccc2Cl)c1C(=O)NCc1ccc(S(N)(=O)=O)cc1,1.7%,-5.3%,0.7%,0.0%,-8.0%,-2.0%,-7.4%,-10.6%,0.2%,4.8%,2.1%
FC(F)(F)c1ccnc(NCc2ccc(Cl)cc2)n1,-8.8%,-1.8%,-5.0%,0.2%,·,2.8%,-6.7%,-11.4%,4.8%,-6.8%,-4.9%
CCOc1cc(C2NC(=O)NC(c3ccccc3)=C2C(=O)c2ccccc2)c(Br)cc1OCC(=O)O (configuration not stated),2.0%,0.1%,-8.5%,-3.1%,-1.9%,0.9%,7.2%,?,-1.0%,-4.0%,-9.1%
CN(CCC#N)S(=O)(=O)c1cc2c3c(c1)CCN3C(=O)CC2,3.9%,0.5%,2.7%,7.2%,-3.8%,3.6%,0.9%,31.9%[activator],-22.5%,-7.2%,3.1%
CCCNC(=O)c1ccc(N2CCC3(CC2)CC(c2ccccc2)=NO3)c([N+](=O)[O-])c1,15.4%,-1.1%,-3.3%,0.0%,·,6.4%,?,2.4%,-10.7%,-1.1%,?
COc1ccc(-c2c(-c3ccc(OCC(=O)NN)cc3O)n[nH]c2C)cc1OC,-26.9%,6.6%,-7.2%,-34.4%,2.2%,-1.5%,-3.2%,?,2.3%,1.3%,1.9%
Cc1c(C(=O)O)c(=O)n(-c2ccccc2)n1-c1ccccc1,-0.3%,-3.0%,-2.1%,7.2%,-2.4%,-1.1%,-3.1%,-11.2%,-6.5%,-2.9%,-2.7%
CCCN1C(=O)c2ccc(C(=O)NC3=NCCS3)cc2C1=O,-7.6%,-0.8%,2.6%,-9.2%,12.6%,?,?,-0.7%,4.3%,-2.3%,21.0%
CC(C)OP(=O)(OC(C)C)C1(O)C(=O)Nc2ccc(Br)cc21 (configuration not stated),?,-3.0%,-1.0%,-49.1%,-6.0%,-0.9%,1.1%,-4.8%,-1.5%,1.7%,?
O=C(O)C1CC=CCC1C(=O)Nc1ccc(F)c(F)c1 (configuration not stated),-1.2%,2.4%,-2.5%,-16.6%,-1.3%,0.6%[2.3 µM],-6.5%,3.9%,-0.4%,-0.9%,0.2%
COc1ccc([C@H]2[C@H](C(C)=O)N3N=Cc4ccccc4C3C23C(=O)OC(C)(C)OC3=O)cc1 (some centres not stated),4.9%,-3.9%,10.8%,-20.9%,-3.8%,-10.9%,?,32.7%[activator],2.1%,6.3%,1.0%
Cc1ccc(Cl)cc1N1CCN(S(=O)(=O)c2c(C)[nH]c(C)c2C(=O)N2CCCC2)CC1,-5.3%,-5.3%,-12.3%,0.0%,-16.6%,1.3%,-2.6%,-4.3%,-16.2%,2.9%,-3.8%
O=C(Nc1ccc(-c2nc3ccccc3[nH]2)cc1)c1cccc(N2C(=O)CCC2=O)c1,16.3%,1.1%,3.4%,21.9%,4.4%,-17.1%,·,4.3%,1.9%,14.7%,13.7%
CN(C)CCN(C(=O)C1CCN(S(=O)(=O)c2cccs2)CC1)c1nc2ccccc2s1,·,3.5%,-6.1%,9.6%,?,-7.0%,·,·,0.3%,-4.6%,·
Cc1ccc(C(C)NC(=O)COC(=O)C2=COCCO2)cc1C (configuration not stated),·,6.9%,0.2%,2.7%,-3.2%,5.1%,·,·,17.0%,-3.9%,·

# The listing continues.
mol,RORg inh,ELG1 genotox,Rab9 prom act,BRCA1 expr up,p53 reactivator,FLuc modulator,MBNL1 CUG block,CXXC DNA block,uPA surface inh,NPC1 promoter act,VP16 counter
COc1cccc(NC(=O)N2C3CCCC2CC(NC(C)=O)C3)c1 (configuration not stated),-4.4%,2.1%,1.2%,0.0%,3.3%,0.0%,-7.4%,1.3%,37.6%[activator],-0.2%,0.6%
O=C(Cn1ncc2c(=O)oc3ccccc3c21)NC1CC1,-11.0%,0.6%,-2.9%,0.7%,12.3%,2.1%,-0.6%,-4.3%,-8.3%,-1.0%,0.8%
COc1ccc(-c2nc(N)c(C#N)c(-c3cccnc3)c2C)cc1,26.9%,7.8%,-1.6%,1.7%,-3.4%,0.8%,2.5%,1.6%,0.2%,-2.2%,-10.8%
Cc1cc(S(=O)(=O)Nc2ccc(N3CCOCC3)cc2)ccc1Br,23.7%,-1.7%,-5.6%,-5.6%,1.4%,3.1%,2.1%,-1.2%,4.9%,-1.9%,-10.2%
CC1=NN(C(N)=S)C(=O)C1N=Nc1ccccc1O (configuration not stated),-40.1%,0.4%,7.6%,-57.3%,?,-5.2%,4.0%,22.2%,-3.5%,25.5%,-28.3%
CCOc1ccc(C(C)NC(=O)Cc2ccccc2)cc1OCC (configuration not stated),18.0%,0.7%,-4.7%,-16.3%,-12.5%,3.5%,-1.9%[11.5 µM],-2.0%,4.4%,-7.4%,-4.4%
COc1ccc(N2CC(C(=O)Nc3ccccc3C(=O)NC3CC3)CC2=O)cc1 (configuration not stated),11.2%,0.0%,-1.8%,0.0%,-2.7%,-2.3%,1.5%,15.8%,-7.8%,-0.5%,-2.6%
Cc1cc(N2CCC(C)CC2)nc2ccc(N3C(=O)CCC3=O)cc12,1.5%,26.2%,-3.7%,7.4%,6.4%,?,6.3%,-5.8%,6.4%,0.0%,11.6%
O=C(O)CCC(=O)Nc1ccc(N2CCOCC2)cc1,4.1%,1.3%,3.4%,3.9%,16.0%,-8.0%,12.4%,-14.8%,-0.5%,-3.3%,1.3%
CCOC(=O)N1CCN(C(=O)CS(=O)Cc2nc(-c3ccc(OC)c(OC)c3)oc2C)CC1 (configuration not stated),-10.0%,2.3%,-2.8%,4.2%,-3.7%,4.5%,-6.5%,-2.2%,-12.5%,-0.4%,17.1%
CCOc1ccc(NC(=O)N2CCC(NC(=O)c3ccco3)CC2)cc1,-8.0%,-2.3%,1.7%,24.0%,-2.0%,-3.2%,-8.7%,-9.3%,1.1%,-1.4%,-5.1%
Cc1cc(C)n(CC(=O)c2ccccc2)c(=O)c1C#N,14.6%,2.1%,-1.1%,-3.1%,0.3%,11.4%,-8.4%,0.3%,0.9%,-3.1%,-1.1%
Cc1ccc(CNC(=O)COC(=O)c2c(C)noc2C)cc1,20.3%,9.2%,-4.2%,2.0%,0.6%,?,0.3%,-0.2%,3.6%,-1.3%,-6.6%
Cc1ccn2c(NC3CCCC3)c(-c3cccs3)nc2c1,10µM*,-3.4%,?,?,28.8%,19µM*,12.1%,14.6%,1.2%,15.7%,-29.4%
COc1ccc(CCNC(=O)COc2ccc(S(=O)(=O)NC(C)C)cc2Cl)cc1OC,10.5%,-4.8%,-4.8%,-48.2%,-7.0%,3.1%,-7.3%,1.2%,·,0.9%,2.2%

# The list goes on:
mol,RORg inh,ELG1 genotox,Rab9 prom act,BRCA1 expr up,p53 reactivator,FLuc modulator,MBNL1 CUG block,CXXC DNA block,uPA surface inh,NPC1 promoter act,VP16 counter
CCOc1cc2[nH]c(=S)n(Cc3ccc(C(=O)NCCCN4CCOCC4)cc3)c(=O)c2cc1OCC,?,3.9%,0.3%,0.0%,-6.9%,13.4%,-1.2%,8.1%,-4.2%,-3.8%,?
O=C(Nc1cccc(OCC(=O)N2CCOCC2)c1)C1CCCCC1,-29.2%,?,-2.1%,-4.7%,-9.6%,0.5%,-2.7%,-4.5%,·,-9.4%,-2.3%
COc1ccc(CNC(=O)COC(=O)CN2C(=O)NC3(CCCC3)C2=O)cc1,·,4.0%,-2.8%,-4.6%,-0.9%,-3.2%,·,·,8.6%,-3.6%,·
COc1cccc(OC)c1C(=O)NC(=O)Nc1c(F)cc(F)cc1F,-18.5%,1.7%,-1.6%,0.0%,-1.0%,0.9%,6.7%,9.8%,2.8%,-3.4%,2.3%
C/C(=N\Nc1cccc([N+](=O)[O-])c1)c1cc(F)ccc1O,-11.4%,-10.5%,16.0%,53.7%,8.4%,?,5.4%,21.2%,?,?,-23.0%
CCN(CC)CCNC(=O)c1ccccc1C(=O)c1ncc[nH]1,-36.6%,3.1%,6.0%,-0.7%,-1.9%,10.3%,3.9%,-0.8%,7.1%,0.2%,-8.4%
Cc1cc(C)n(CCc2nc(-c3cccs3)cs2)n1,-11.2%,1.0%,-2.6%,35.5%,17.9%,?,25.2%,2.7%,3.5%,-0.2%,-2.6%
